Screening results deposited in PubChem by Sanford-Burnham Center for Chemical Genomics.
DNMT1 inh: DNMT1 (human) enzyme inhibition | DNMT1 molecular beacon, Hinp1I cleavage, fluorescence | inhibition (reported as % activation of signal), % at 10 µM | AID 588458 | P26358 | hit rate 0.83% among 360,000; in the data active = inhibition above about 50%
LMPTP block: LMPTP (human) inhibition; recombinant LMPTP-A, OMFP fluorogenic substrate, fluorescence intensity; hit rate 0.22% among 360,000; inhibition, % at 20 µM; P24666;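 active = compounds that cut the enzyme signal by at least half of the control window in the single-dose screen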;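 also: plate controls were DMSO wells with enzyme plus substrate for no effect and substrate without enzyme for full effect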
Target sequence (P24666 whole entry, looked up): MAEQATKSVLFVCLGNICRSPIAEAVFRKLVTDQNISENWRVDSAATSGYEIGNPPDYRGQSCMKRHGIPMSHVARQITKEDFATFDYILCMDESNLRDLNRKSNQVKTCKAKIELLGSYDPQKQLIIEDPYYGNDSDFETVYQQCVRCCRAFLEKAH
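material = LMPTP-A | quantity = 0.625 nM enzyme | reagent = OMFP substrate, 400 µM final | buffer or medium = Bis-Tris pH 6.0, DTT, detergent | detection = endpoint fluorescence intensity from OMFP dephosphorylation | dosing = single 20 µM dose | read-out basis = % inhibition relative to no-enzyme and uninhibited control wells | control set = no-enzyme and uninhibited controls | timing = 50 min at room temperature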
Scp-1 inhibitor: blocks human Scp-1 phosphatase activity. Q9GZU7. hit rate 0.88% among 340,000. Recombinant Scp1, phosphopeptide, malachite green phosphate absorbance. inhibition, % at 20 µM;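 active = inhibition above about 50% at 20 µM, limit read from the data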;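 also: plate controls were DMSO wells with enzyme for no effect and wells lacking enzyme for full effect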
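assay system = SCP-1 phosphatase catalytic domain, residues 76-261 | buffer or medium = 50 mM Tris acetate pH 5.5, 0.005% Tween-20, 10 mM MgCl2 | incubation = enzyme reaction 45 min at room temperature, colour 5 min, stabilisation 30 min | signal = Phosphate-binding colour reagent, absorbance read at 630 nm | measure = % inhibition at 20 µM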
NRP1-CendR mod: NRP-1/CendR interaction modulation; O14786; FAM-RPARPAR peptide binding to NRP-1, fluorescence polarization; inhibition, % at 25 µM; hit rate 0.85% among 360,000;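 active = inhibition or corrected inhibition above about 18%, plus a signal ratio from 0.5 to 1.5, limit read from the data, passing the limit was not always enough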; also: strong numbers were not always called active
Target sequence (O14786 whole entry, looked up): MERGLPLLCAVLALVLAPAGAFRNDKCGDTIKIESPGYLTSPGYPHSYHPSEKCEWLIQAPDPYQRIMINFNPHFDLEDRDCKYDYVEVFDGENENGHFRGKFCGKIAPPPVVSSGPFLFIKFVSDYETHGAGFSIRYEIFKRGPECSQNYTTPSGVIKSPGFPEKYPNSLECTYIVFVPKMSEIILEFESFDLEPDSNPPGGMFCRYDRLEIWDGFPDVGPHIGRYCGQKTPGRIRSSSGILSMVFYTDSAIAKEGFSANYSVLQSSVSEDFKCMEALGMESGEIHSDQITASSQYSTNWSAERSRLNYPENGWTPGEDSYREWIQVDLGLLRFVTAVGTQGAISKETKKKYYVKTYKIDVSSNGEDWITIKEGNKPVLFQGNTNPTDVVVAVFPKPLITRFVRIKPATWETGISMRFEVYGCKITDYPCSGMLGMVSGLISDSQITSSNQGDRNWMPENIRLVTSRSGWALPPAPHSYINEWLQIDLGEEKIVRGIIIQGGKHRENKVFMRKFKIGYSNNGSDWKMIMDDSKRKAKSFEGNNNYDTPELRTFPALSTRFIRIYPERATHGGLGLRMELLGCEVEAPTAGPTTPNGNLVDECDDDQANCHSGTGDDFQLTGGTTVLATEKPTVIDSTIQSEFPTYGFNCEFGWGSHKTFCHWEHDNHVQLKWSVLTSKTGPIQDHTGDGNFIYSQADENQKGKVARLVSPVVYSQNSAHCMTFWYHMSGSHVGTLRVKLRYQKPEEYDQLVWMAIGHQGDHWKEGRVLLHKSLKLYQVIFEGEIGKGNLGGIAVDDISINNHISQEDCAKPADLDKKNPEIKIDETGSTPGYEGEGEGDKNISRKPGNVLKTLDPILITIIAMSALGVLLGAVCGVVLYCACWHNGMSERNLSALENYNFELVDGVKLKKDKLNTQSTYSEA
SKN-1 block: C. elegans SKN-1 inhibition; hit rate 0.49% among 360,000; C. elegans VP596 Pgst-4::GFP/RFP ratio, acrylamide-induced, 24 h; inhibition, % at 21.8 µM; AID 624304;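 active = interference check ratio from 0.5 to 1.5 plus GFP to RFP signal ratio inhibition reaching or exceeding a fixed threshold, cut at about 30% in these data, passing the limit was not always enough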; also: some compounds called inactive have numbers as strong as hits
STEP inh: STEP (human) phosphatase inhibition | hit rate 0.25% among 360,000 | AID 588621 | inhibition, % at 20 µM | recombinant STEP, OMFP fluorogenic substrate, fluorescence;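 active = inhibition at 20 µM, scaled per plate between control wells, above about 37%, limit read from the data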;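 also: 0% = DMSO with enzyme and substrate and 100% = substrate only without enzyme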
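Material: STEP (striatal-enriched tyrosine phosphatase) enzyme, cell-free; Compound dosing: 20 µM single dose in 1% DMSO; Technique: fluorescence read at 480 nm ex / 540 nm em; Times: reaction 20 min, ambient temperature; Medium: 50 mM Bis-Tris pH 6.0 with 2.5 mM DTT and 0.005% Tween 20; Also added: OMFP at 25 µM.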
MT1-MMP act inh: blocks activation of human MT1-MMP | P50281 | HT1080 RFP-PRO-GFP cells, GFP/RFP ratio fluorescence, overnight; percent of plate control window, DMSO zero | GFP/RFP ratio change, % at 20 µM | hit rate 0.061% among 360,000 | AID 651647;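 active = GFP/RFP ratio change of at least 30% with cell ATP level not reduced by more than half and red fluorescence within 50% of control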; also: strong numbers were not always called active
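Material: RFP-PRO-GFP reporter HT1080 cells. Dosing: single-point 20 µM compound, 1% DMSO. Controls: DMSO and RFP-L50D-GFP cell wells. Timing: cells overnight before dosing, compound overnight, 37 °C, 5% CO2. Measure: GFP/RFP fluorescence ratio.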
NadD block: blocks S. aureus nicotinate mononucleotide adenylyltransferase. purified NadD enzyme, colorimetric absorbance read-out. inhibition, % at 20 µM. hit rate 0.78% among 360,000; in the data active = inhibition above about 26%; also: some compounds past the cut are filed as inactive
Rpn11 inh: Rpn11 (human) deubiquitinase inhibition; calls only at 20 µM; hit rate 0.59% among 360,000; human 26S proteasome, Ub4-pepOG fluorescence polarization; 20S core pre-blocked with epoxomicin;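 active = inhibition at 20 µM, scaled to each plate's controls, above about 33%, limit read from the data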
SUMO1-SIM PPI: SUMO1-SIM interaction modulation | SUMO1 binding to a labelled peptide, TR-FRET, 1 h | inhibition, % at 20 µM | hit rate 0.33% among 360,000 | AID 602429; in the data active = inhibition above about 37%
The depositor's hits bear a star; i = inactive; nt = not tested or not shown.

structure	DNMT1 inh	LMPTP block	Scp-1 inhibitor	NRP1-CendR mod	SKN-1 block	STEP inh	MT1-MMP act inh	NadD block	Rpn11 inh	SUMO1-SIM PPI
CCC(C)NC(=O)CSc1nnc(-c2c[nH]c3ccccc23)o1 (configuration not stated)	1	-0.3	1	-4	-4	0	-5	1	i	-1
c1ccc2[nH]c(NN=C3CCCCCC3)nc2c1	-1	-1.0	-5	3	4	3	7	-9	i	3
CCC(=O)N1CCN=C1SCc1cccc(C(F)(F)F)c1	2	0.1	-7	-5	-15	-4	3	0	i	3
COc1ccc(NC(=O)CSc2nc(SC)ns2)cc1	2	0.5	-6	-4	20	0	3	1	i	3
CN(Cc1cccnc1)C(=O)c1ccc2nc(Cc3ccccc3F)oc2c1	4	-1.3	-7	-3	-6	-1	0	1	i	-1
COc1cc(C)c(NC(=O)c2cc(C3CC3)nc3c2cnn3C(C)C)cc1OC	-2	1.2	0	-6	-25	0	-1	-3	i	2
CC(C)c1ccc(NC(=O)COC(=O)CSc2nnc(N)s2)cc1	-2	-0.5	-5	-5	11	-2	5	-3	i	-1
OCCC1CN(C2CCSCC2)CCN1C1CCCC1 (configuration not stated)	-1	0.3	-8	-15	-4	0	-2	0	i	1
CCCSC1=C(C#N)C(c2ccccc2C)CC(=O)N1 (configuration not stated)	-2	-0.6	-8	-7	4	-2	5	-6	i	-1
CCOC(=O)CN(C(=O)COc1ccc2c(C)cc(=O)oc2c1)c1ccc(OCC)cc1	4	-1.9	-13	3	-15	4	2	-3	i	1
O=C(CN1C(=O)C2C3CCC(C3)C2C1=O)Oc1ccc2ccccc2c1 (configuration not stated)	0	0.3	-5	0	-11	-3	1	-10	i	1
O=[N+]([O-])c1ccc2c(c1)OCCOCCOCCOCCOCCOCCO2	3	0.0	7	6	-4	-2	0	3	i	-9
COc1ccc(N2C(=O)c3ccccc3NC2c2ccccc2O)cc1 (configuration not stated)	3	-0.5	9	2	24	0	6	1	i	3
COc1cc(OC)nc(Oc2ccccc2C(=O)Oc2ccc(F)cc2Cl)n1	-2	3.5	-13	-16	4	-2	5	1	i	0
CC12CCC(C(=O)NNc3ccccc3)(OC1=O)C2(C)C (configuration not stated)	-3	-0.7	0	-10	9	2	3	3	i	0

The listing continues.
structure	DNMT1 inh	LMPTP block	Scp-1 inhibitor	NRP1-CendR mod	SKN-1 block	STEP inh	MT1-MMP act inh	NadD block	Rpn11 inh	SUMO1-SIM PPI
Cc1ccccc1CN1CCCNC1=O	-3	0.2	1	4	-1	0	4	-6	i	-2
Cc1ccc(OCC(=O)Nc2ccncc2)cc1C	2	-1.4	nt	-1	9	0	2	-1	i	-1
Cc1cc(NC(=O)CCCN2C(=O)c3cccnc3C2=O)ccc1Br	2	0.2	1	-11	-10	1	-3	-9	i	-6
CCN(CC)CCN(Cc1cc2cc3c(cc2[nH]c1=O)OCCO3)C(=S)NCC1CCCO1 (configuration not stated)	-1	-0.8	-4	-1	3	2	1	-3	i	-2
Cc1ccc(NC(=O)CNc2ccc(OC(C)C)cc2)cc1	-5	-1.8	-1	0	-14	2	2	0	i	2
COC(=O)c1ccc(NC(=S)NC2c3ccccc3CC2O)cc1 (configuration not stated)	-2	1.0	1	0	-21	0	2	-5	i	-1
Cc1nc2ccccn2c1-c1ccnc(SCc2ccc(Cl)cc2)n1	2	0.9	-1	7	13	2	-8	-2	i	-3
COc1ccc(C(C(=O)NC(C)(C)C)n2c(=O)c(-c3cc4ccccc4[nH]3)nc3ccccc32)cc1 (configuration not stated)	nt	4.0	nt	10	5	nt	-7	nt	nt	0
CCc1ccc(NC(=O)NC(C)c2ccc3c(c2)OCO3)cc1 (configuration not stated)	-1	1.3	-5	5	-2	0	2	-6	i	-6
O=S(=O)(CCN1CCN(c2ccccn2)CC1)c1ccc(Cl)cc1Cl	2	-0.1	-5	3	-2	2	-1	3	i	5
COc1ccc(NC(=O)c2ccc3c(c2)C(=O)N(CC2CCCO2)C3=O)c(OC)c1 (configuration not stated)	1	-0.8	-5	9	1	-2	0	-2	i	-23
COc1cccc2cc(C(=O)NCc3ccc(C)cc3)c(=N)oc12	-1	0.6	-2	-1	-1	-1	-3	-1	i	-15
O=C(CCN1C(=O)CSc2ccccc21)Nc1ccc(OC(F)(F)F)cc1	1	0.5	4	-10	-15	-4	6	-1	i	1
O=C1c2ccccc2S(=O)(=O)c2cc(C(=O)N3CCN(c4c(Cl)cncc4Cl)CC3)ccc21	-2	4.1	-3	0	-3	5	0	7	i	-36
CCN1CCCC1CNC(=O)c1cc([N+](=O)[O-])c(N(C)C)cc1OC (configuration not stated)	1	0.2	0	3	-2	1	-2	-6	i	-26

Exported field by field: entries from further up
CN(Cc1cccnc1)C(=O)c1ccc2nc(Cc3ccccc3F)oc2c1
  DNMT1 inh = 4; LMPTP block = -1.3; Scp-1 inhibitor = -7; NRP1-CendR mod = -3; SKN-1 block = -6; STEP inh = -1; MT1-MMP act inh = 0; NadD block = 1; Rpn11 inh = i; SUMO1-SIM PPI = -1
COC(=O)c1ccc(NC(=S)NC2c3ccccc3CC2O)cc1 (configuration not stated)
  DNMT1 inh = -2; LMPTP block = 1.0; Scp-1 inhibitor = 1; NRP1-CendR mod = 0; SKN-1 block = -21; STEP inh = 0; MT1-MMP act inh = 2; NadD block = -5; Rpn11 inh = i; SUMO1-SIM PPI = -1

(further entries)
structure	DNMT1 inh	LMPTP block	Scp-1 inhibitor	NRP1-CendR mod	SKN-1 block	STEP inh	MT1-MMP act inh	NadD block	Rpn11 inh	SUMO1-SIM PPI
O=C(O)c1cc(N/N=C/c2ccc(OCc3ccccc3)cc2)ccc1Cl	5	-0.4	-1	4	-12	2	-3	0	i	2
COc1ccc(OC)c(C2NC(=O)N(C)C(C)=C2C(=O)OCc2ccccc2)c1 (configuration not stated)	0	-1.6	-2	-6	-4	0	-16	-6	i	1
Cc1ccc(C)c(N2CCN(S(=O)(=O)c3c(C(=O)N4CCCCC4)c(C)n(C)c3C)CC2)c1	2	0.7	-4	3	22	0	-4	-5	i	-5
Cc1ccc(-c2ccccc2NC(=O)CS(=O)CC(=O)Nc2ccc(C)c(Cl)c2)o1 (configuration not stated)	0	-0.2	-7	13	22	-1	-39	-17	i	-30
CSCCC(NC(=O)c1ccccc1)C(=O)N1CCN(Cc2ccc(Cl)cc2)CC1 (configuration not stated)	-1	-0.2	-9	-7	-3	3	1	-1	i	-2
Cc1ccc2c(c1)c(C)c(C)n2CC(O)Cn1nc(C)c(Br)c1C (configuration not stated)	2	3.0	0	0	30	-4	2	-12	i	-2
COc1cccc(/C=C/C(=O)OCC(=O)Nc2ccc3c(c2)OCO3)c1	-5	3.4	nt	8	9	-1	3	-8	i	-15
Clc1nssc1=Nc1ccccc1	-4	26	4	-6	-7	8	1	18	i	-3
O=C(CNC(=O)C(c1ccccc1)c1ccccc1)N/N=C\c1cccc(O)c1	2	1.2	-4	-1	-4	2	3	-1	i	4
CCOC(=O)C1NN=C(C(=O)c2ccccc2)C1c1ccc(Cl)cc1 (configuration not stated)	-1	1.6	-11	0	8	0	-4	0	i	2
Fc1ccc(/C=N/n2c(-c3cccs3)n[nH]c2=S)cc1	3	0.4	0	6	13	-1	5	8	i	-1
O=C(c1ccc(-c2ccc(Cl)cc2)o1)N1CCN(S(=O)(=O)c2cccs2)CC1	-6	3.5	-8	0	-10	-2	-2	8	i	-25
CS(=O)(=O)N(CC(=O)N1CCCCC1)c1ccc(Cl)c(C(F)(F)F)c1	-1	-0.6	-7	2	15	0	-4	13	i	-2
CCOC(=O)C(CC)c1cc2n(c(=O)c1C#N)CCC21OCCO1 (configuration not stated)	0	-1.6	nt	10	-17	0	3	-1	i	1
COCc1cc(C)nc(OCC(=O)N/N=C/c2ccc(O)cc2O)c1C#N	-1	-0.7	-8	-4	13	-2	6	-1	i	-2

More compounds follow.
structure	DNMT1 inh	LMPTP block	Scp-1 inhibitor	NRP1-CendR mod	SKN-1 block	STEP inh	MT1-MMP act inh	NadD block	Rpn11 inh	SUMO1-SIM PPI
Cc1ccccc1C(=O)NNC(=O)C1CCN(c2ncccn2)CC1	0	-1.0	-2	-11	8	-3	-1	0	i	5
CCCCCCSc1nsc(N)n1	-2	0.4	2	-5	3	2	0	0	i	1
Cc1cccc(NC(=O)C2C3C=CC4(O3)C2C(=O)N(CCCN2CCCC2)C4C(=O)NC2CCCC(C)C2C)c1 (configuration not stated)	-1	-1.9	-6	12	6	-2	1	-8	i	3
CCCN1/C(=C(/C#N)C2=NS(=O)(=O)c3ccccc32)N(C)c2ccccc21	-4	-0.1	-4	-4	15	-4	0	3	i	-1
S=c1[nH]ccc2ccccc12	-19	-0.3	-3	10	3	2	-7	2	i	-3
COC(=O)COc1ccc(S(=O)(=O)N2CCN(c3ccccc3)CC2)cc1	0	1.7	-6	4	5	6	0	4	i	4
CN(C)c1cccc(C(=O)NNC(=S)NC2CC3CCC2C3)c1 (configuration not stated)	2	-0.4	-4	-2	-2	0	-3	-2	i	0
Cc1oc2c(C)c3oc(=O)c4c(c3cc2c1C)CCC4	9	-1.2	-4	16	21	2	14	-2	i	1
O=C1Nc2ccc(F)cc2C12Nc1ccccc1-c1nnc(SCc3ccccc3)nc1O2 (configuration not stated)	-9	0.7	7	3	11	3	-10	10	i	-18
CCOP(=O)(OCC)C(NC(=O)c1cccs1)C(F)(F)F (configuration not stated)	-1	-1.8	8	-6	0	0	-2	0	i	-1
CS(=O)(=O)Nc1ccc(F)cc1	nt	-0.2	nt	-8	-12	nt	9	4	nt	6
Cc1ccc2c(c1)N(Cc1ccc([N+](=O)[O-])cc1)C=NS2(=O)=O	-2	0.6	-5	7	8	-1	4	3	i	-26
CN1C(=O)[C@@H]2[C@@H]3C[C@@H]([C@H]4ON=C(c5ccc(Cl)cc5Cl)[C@@H]34)[C@@H]2C1=O	0	-0.7	-2	-5	13	1	3	-1	i	3
O=C(NCc1ccccn1)C(=O)NN=C1CCCCCCC1	3	-1.7	32	-2	-2	1	0	4	i	1
CC1=C(C)CC2C(=O)N(Cc3ccccc3)C(=O)C2C1 (configuration not stated)	1	-0.9	-2	7	4	-4	1	-2	i	1
CCC(C(=O)NC(C)(C)C)N(Cc1ccc(F)cc1)C(=O)c1snc(C(N)=O)c1N (configuration not stated)	1	-0.4	-1	-11	-2	-5	nt	0	i	-6
CCC(=O)Nc1nc2ccccc2n1Cc1ccc(C)cc1	0	-0.2	-18	22	-27	0	0	-6	i	-3
